IL1B NFkB pot: enhancers of NFkB p65 translocation in HUVEC – imaging, IL-1B stimulus, high-content imaging, primary screen. HUVEC IL-1B NFkB p65 nuclear translocation imaging. activation, % at 2 µM. 94,000 compounds, 0.3% hits;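 active = activation above 40%, about the mean plus 3 SD, also judged a hit on visual image review; inconclusive = activation above 40% but not a hit on visual review; inactive = activation not above 40% and no visual hit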;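 also: percent activation is computed from the nuclear over cytoplasmic p65 intensity ratio; values of inactives mirror those of a sister screen read the other way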
Bcl-B displacement: displacers of TR3 peptide from Bcl-B, primary screen, selectivity assay for Bfl-1 inhibitor project, biochemical, fluorescence polarization | Bcl-2-like protein 10 (Homo sapiens) | FP displacement of FITC-TR3 peptide from Bcl-B; higher % means a stronger effect | one-dose displacement, % at 20 µM; IC50 in µM for titrated hits | 96,000 compounds, 0.11% hits | AID 748, 2007;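 active = displacement above 50% at 20 µM plus a fluorescence interference ratio under 1.5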;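 also: plate controls were wells without compound for no effect and wells lacking Bcl-B protein for full effect; a part of the inactive calls stands beside numbers as strong as those of hits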
NFkB transloc inh: inhibitors of IL-1B driven NFkB p65 nuclear import, primary screen, imaging, HUVEC, IL-1B stimulus, high-content imaging; inhibition, % at 2 µM; 94,000 compounds, 0.43% hits; HUVEC IL-1B NFkB p65 nuclear translocation imaging;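 active = inhibition above about 30% together with a positive call from visual inspection of the well image, limit read from the data; inconclusive = inhibition above a set limit but visual check negative; inactive = inhibition not above a set limit, visual check negative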;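 also: nuclear over cytoplasmic p65 intensity ratio measured by imaging; 0% = IL-1B stimulated DMSO wells and 100% = unstimulated DMSO wells; values of inactives mirror those of a sister screen read the other way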
MRP resist rev: reversal of MRP1-mediated doxorubicin resistance, primary screen, H69AR cells, doxorubicin co-treatment; H69AR cells + 2 uM doxorubicin, CellTiter-Glo, 72 h; differential viability (reversal), % at 10 µM; 85,000 compounds, 0.04% hits; AID 602, 2007;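 active = viability drop by adding the cancer drug above about 55%, with treated viability meeting a 40% cutoff, limit read from the data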;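 also: viability without doxorubicin minus viability with 2 µM doxorubicin for each compound; larger differential means the compound sensitizes cells more to doxorubicin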
PLAP inhibition: PLAP enzyme inhibitors, biochemical, luminescence, HTS (AID 690); 96,000 compounds, 0.08% hits; one-dose inhibition, % at 20 µM; IC50 in µM for titrated hits; purified PLAP, luminescent substrate; higher % means a stronger effect; in the data active = a potency from the dose series; inactive = the rest, 99 in 100 with inhibition below about 30%; also: strong numbers were not always called active
MRP resist rev cytotoxicity: recorded beside MRP resist rev, whose call it bears; viability, %; H69AR cells, CellTiter-Glo, 72 h; measured here: cytotoxicity without doxorubicin
MRP resist rev with doxorubicin: recorded beside MRP resist rev, whose call it bears; viability, %; measured here: viability with 2 uM doxorubicin; hits give low values
NFkB transloc inh cell count 2 µM: second read-out of NFkB transloc inh, no call of its own (marks repeat the call); cell count; measured here: cells passing quality filter;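 raw number of nuclei counted in each imaged well without normalization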
IL1B NFkB pot cell count 2 µM: also measured in IL1B NFkB pot; calls as there; cell count; measured here: cells passing quality filter
* marks the source's active call; other numbers are inactive results; ? = inconclusive; . = not tested or not shown. The list is partial, so the mix of outcomes need not match the whole.

SMILES | IL1B NFkB pot | IL1B NFkB pot cell count 2 µM | Bcl-B displacement | NFkB transloc inh | NFkB transloc inh cell count 2 µM | MRP resist rev | MRP resist rev cytotoxicity | MRP resist rev with doxorubicin | PLAP inhibition
CCc1ccc(NCc2cc3c(C)nn(-c4ccccc4)c3[nH]c2=O)cc1 | 7.1 | 180 | 14.0% | -7.1 | 180 | -0.3 | 97.8 | 98.0 | -39.4%
Cc1cccc(N2CCN(C(=O)CCn3c(=S)[nH]c4cc5c(cc4c3=O)OCO5)CC2C)c1 (configuration not stated) | -2.8 | 141 | 0.4% | 2.8 | 141 | -17.6 | 47.0 | 64.5 | -33.1%
CCOC(=O)C(NC(C)=O)C(OC(C)=O)c1cccc([N+](=O)[O-])c1 (configuration not stated) | 1.6 | 122 | 1.4% | -1.6 | 122 | . | . | . | 7.0%
C=CCNc1ncnc2c1cnn2-c1ccc(Cl)cc1 | . | . | -3.8% | . | . | -8.3 | 86.0 | 94.3 | 6.0%
CCN(CC)c1ccc2cc(-c3nnc(-c4ccncc4)o3)c(=O)oc2c1 | 1.3 | 150 | -140.1% | -1.3 | 150 | . | . | . | 19.2%
O=C(Cn1c(C(=O)N2CCN(C3CCCC3)CC2)cc2sccc21)c1ccccc1 | -1.6 | 199 | -13.3% | 1.6 | 199 | 22.5 | 89.7 | 67.2 | -23.7%
Cn1c(N2CCCC2)nc2c1c(=O)n(Cc1ccc(Cl)cc1)c(=O)n2C | 0.8 | 107 | -8.0% | -0.8 | 107 | 8.7 | 91.0 | 82.3 | -17.3%
CC1CCCN(C(=O)c2ccc3nc[nH]c3c2)C1 (configuration not stated) | 3.1 | 151 | 8.2% | -3.1 | 151 | -2.5 | 97.6 | 100.1 | -69.3%
CC(C)(C)NC(=O)C(c1ccc(OCC(N)=O)cc1)N(C(=O)c1cccnc1)C1CC1 (configuration not stated) | 4.0 | 98 | -5.2% | -4.0 | 98 | -5.0 | 82.4 | 87.4 | -7.5%
Cn1c(SCC(=O)Nc2cccc(F)c2)nnc1-c1cc2ccccc2o1 | 6.6 | 162 | -1.3% | -6.6 | 162 | -3.0 | 44.9 | 48.0 | 15.3%
C(=C\c1ccccc1)/CSc1nnc(-c2ccccn2)n1Cc1ccco1 | -2.6 | 75 | -11.7% | 2.6 | 75 | -20.2 | 18.9 | 39.1 | -21.6%
CCOC(=O)c1[nH]c(CSc2nnc(-c3ccncc3)n2CCOC)c(C(=O)OCC)c1C | 7.6 | 176 | 1.3% | -7.6 | 176 | 4.9 | 100.8 | 95.9 | -1.0%
COc1ccc2c(c1)C(=O)/C(=C/C=C/c1ccccc1)CC2 | -9.7 | 82 | . | 9.7 | 82 | -28.3 | 52.0 | 80.3 | .
COC(=O)C(N)Cc1ccc(O)cc1 (configuration not stated) | -17.2 | 147 | -3.4% | 17.2 | 147 | . | . | . | 18.8%
N#Cc1cnc2sc3ccccc3n2c1=N | 0.1 | 169 | -8.0% | -0.1 | 169 | -12.9 | 85.5 | 98.4 | 13.2%
CCC(C)(C)n1nnnc1C(c1ccc(OC)c(OC)c1)N1CCN(c2cccc(OC)c2)CC1 (configuration not stated) | 0.6 | 147 | -6.5% | -0.6 | 147 | 11.7 | 95.4 | 83.8 | -66.2%
Cc1ccc(-n2nc(-c3ccco3)cc2C(=O)NCc2cccnc2)cc1 | 1.9 | 93 | 2.7% | -1.9 | 93 | 0.6 | 92.3 | 91.7 | -17.2%
COc1ccc(NC(=O)CSc2nnc(Cc3cccn3C)n2CCc2ccccc2)c(OC)c1 | -10.7 | 109 | -5.6% | 10.7 | 109 | -22.7 | 56.2 | 78.9 | -28.3%
COC(=O)CSc1ccc(C#N)c(SCC(=O)OC)c1 | -3.6 | 140 | 0.1% | 3.6 | 140 | 15.4 | 102.4 | 86.9 | -20.4%
Cc1ccccc1-n1nc2c(c1NC(=O)c1c(-c3ccccc3Cl)noc1C)CSC2 | 3.7 | 145 | -1.0% | -3.7 | 145 | -5.2 | 77.2 | 82.3 | -19.6%
O=C(NCc1ccccn1)c1ccc(Cn2cc(Br)cn2)o1 | -7.7 | 138 | 11.9% | 7.7 | 138 | 19.0 | 106.8 | 87.7 | -11.8%
CC1=NOC2(C1)N(C)c1ccccc1C2(C)C (configuration not stated) | . | . | -11.7% | . | . | 5.8 | 107.7 | 102.0 | -14.4%
O=C(NCc1ccco1)c1cnn2c1NC(c1ccccc1)CC2C(F)(F)F (configuration not stated) | -3.7 | 100 | -8.3% | 3.7 | 100 | 8.3 | 96.2 | 87.9 | -53.9%
CC(O)CN(CCC(N)=O)CCC(N)=O (configuration not stated) | 11.5 | 151 | -4.1% | -11.5 | 151 | . | . | . | 15.7%
Cc1ccc2oc(=O)c3cc(C(=O)NCc4ccco4)sc3c2c1 | . | . | -25.2% | . | . | -2.6 | 53.7 | 56.3 | 8.4%
O=C(CSc1nnc(-c2cccs2)n1CC1CCCO1)c1cc2ccccc2o1 (configuration not stated) | -6.7 | 97 | -10.5% | 6.7 | 97 | -3.3 | 79.5 | 82.8 | -31.8%
O=C(Nc1cccc(Cl)c1N1CCCC1)c1ccc(Br)o1 | 15.7 | 133 | -7.0% | -15.7 | 133 | -1.4 | 83.3 | 84.7 | 8.3%
Cc1cccc(CS(=O)(=O)Cc2ccc(C(=O)NCC3CCCO3)o2)c1 (configuration not stated) | -2.5 | 151 | -8.3% | 2.5 | 151 | . | . | . | 16.3%
O=S(=O)(c1ccc(-c2nnc(SCc3nnc(-c4ccccc4)o3)o2)cc1)N1CCCC1 | 8.8 | 64 | -1.9% | -8.8 | 64 | . | . | . | 3.4%
O=C(NCCCn1ccnc1)Nc1ccc(Cl)cc1Cl | . | . | 3.0% | . | . | -0.1 | 93.2 | 93.3 | 2.5%
O=C(CCSc1ccccc1)Nc1ccc(S(=O)(=O)N2CCOCC2)cc1 | -12.7 | 124 | -18.8% | 12.7 | 124 | 21.2 | 100.0 | 78.8 | -69.8%
O=C(C1CCN(c2ccc(N3CCOCC3)nn2)CC1)N1CCc2ccccc2C1 | -3.1 | 88 | -6.9% | 3.1 | 88 | -1.2 | 85.3 | 86.6 | -20.7%
COC(=O)c1ccc(C2/C(=C(/O)c3ccc(OC)cc3)C(=O)C(=O)N2c2cc(C)on2)cc1 (configuration not stated) | 10.1 | 111 | -20.2% | -10.1 | 111 | 1.9 | 92.9 | 91.0 | -21.4%
CC(C)CCN(C)C1CCN(C(=O)Nc2c(F)cccc2F)CC1 | 12.6 | 198 | 2.5% | -12.6 | 198 | -21.4 | 97.0 | 118.4 | -12.4%
CCOc1ccc(S(=O)(=O)Nc2ccc3c(c2)OCO3)c2cccnc12 | -1.8 | 75 | 5.9% | 1.8 | 75 | 3.6 | 83.9 | 80.3 | -22.3%
O=C(COC(=O)c1cnccn1)c1ccc2ccccc2c1 | 14.5 | 50 | -9.0% | -14.5 | 50 | 1.5 | 94.1 | 92.6 | 4.4%
CC(C)(C)NC(=O)c1cccc(NC(=O)c2ccco2)c1 | 33.8 | 130 | . | -33.8 | 130 | -4.9 | 63.1 | 68.0 | .
Nc1nc(N2C(=O)C3CC=CCC3C2=O)nn1-c1ccccc1 (configuration not stated) | 29.2 | 153 | 1.6% | -29.2 | 153 | 1.4 | 106.5 | 105.1 | -2.5%
O=C(NCC(c1cccs1)N1CCOCC1)c1cc2ccccc2o1 (configuration not stated) | 3.3 | 111 | -4.3% | -3.3 | 111 | 11.3 | 89.7 | 78.4 | -65.4%
CCn1c(NCc2ccccn2)nc2c1c(=O)n(C)c(=O)n2C | -4.7 | 161 | . | 4.7 | 161 | -18.8 | 86.3 | 105.2 | .
O=C(Nc1ccc2c(c1)OCCO2)c1cccc2nc3ccccc3nc12 | 7.1 | 108 | 37.9% | -7.1 | 108 | . | . | . | -9.4%
N#C/C(=C\c1ccc(N2CCOCC2)o1)c1ccccc1 | 39.2 | 162 | -247.0% | -39.2 | 162 | . | . | . | -23.2%
Cc1[nH]n(-c2ccccc2)c(=O)c1Sc1ccc(Cl)cc1 | 12.8 | 150 | -1.2% | -12.8 | 150 | -4.9 | 91.2 | 96.2 | 0.2%
CCC(=O)Nc1ccc(/C(C)=N\NS(=O)(=O)c2ccc(C)cc2)cc1 | -12.4 | 80 | 9.9% | 12.4 | 80 | . | . | . | -11.6%
Cc1ccc(C(=O)NC(NC(=O)c2ccc(C)cc2)C(Cl)Cl)cc1 | 23.2 | 204 | 2.6% | -23.2 | 204 | . | . | . | 21.0%
CN(C)CCNC(=O)c1ccccc1 | 5.0 | 208 | -13.6% | -5.0 | 208 | -4.2 | 101.0 | 105.1 | 8.9%
O=C(CSc1nnnn1-c1cccc2c1CCCC2)N1CCCC1 | ? | . | . | -52.7 | 124 | 13.9 | 94.7 | 80.8 | .
O=C(Nc1ccc(N=Nc2ccccc2)cc1)c1cccc(Cl)c1 | -1.4 | 179 | -1.8% | 1.4 | 179 | . | . | . | 6.2%
CCOc1ccc(C(=O)c2ccc(OCC)c(N)c2)cc1N | 12.1 | 106 | 8.0% | -12.1 | 106 | -27.1 | 13.3 | 40.3 | -24.2%
COc1ccccc1N1CCN(S(=O)(=O)Cc2ccccc2Cl)CC1 | 6.7 | 101 | -5.4% | -6.7 | 101 | 10.3 | 93.3 | 83.0 | 0.8%

Next section; it opens with the 3 that closed the last part.
SMILES | IL1B NFkB pot | IL1B NFkB pot cell count 2 µM | Bcl-B displacement | NFkB transloc inh | NFkB transloc inh cell count 2 µM | MRP resist rev | MRP resist rev cytotoxicity | MRP resist rev with doxorubicin | PLAP inhibition
O=C(Nc1ccc(N=Nc2ccccc2)cc1)c1cccc(Cl)c1 | -1.4 | 179 | -1.8% | 1.4 | 179 | . | . | . | 6.2%
CCOc1ccc(C(=O)c2ccc(OCC)c(N)c2)cc1N | 12.1 | 106 | 8.0% | -12.1 | 106 | -27.1 | 13.3 | 40.3 | -24.2%
COc1ccccc1N1CCN(S(=O)(=O)Cc2ccccc2Cl)CC1 | 6.7 | 101 | -5.4% | -6.7 | 101 | 10.3 | 93.3 | 83.0 | 0.8%
COc1cc(CNC(=O)c2ccc(Cn3nc(C)c(Cl)c3C)o2)cc(OC)c1 | -4.7 | 104 | -0.5% | 4.7 | 104 | 0.8 | 86.6 | 85.8 | 5.2%
CCCC(NS(=O)(=O)c1ccc(OC)cc1)C(=O)O (configuration not stated) | -8.8 | 159 | -0.4% | 8.8 | 159 | 3.0 | 104.0 | 101.0 | 10.6%
CCOc1ccc(NS(=O)(=O)c2ccc(OCC)c3ncccc23)cc1 | -23.8 | 88 | -9.9% | 23.8 | 88 | -28.2 | 16.4 | 44.6 | -25.3%
CCCCSc1ccc2nc(-c3ccc(C#N)cc3)cn2c1 | . | . | -3.6% | . | . | . | . | . | 0.3%
CCN(CC)CCCN1C(=O)C(O)=C(C(=O)c2ccco2)C1c1ccc(C)o1 (configuration not stated) | 14.6 | 163 | . | -14.6 | 163 | 4.1 | 91.7 | 87.6 | .
COCCn1c(C)cc(C(=O)COC(=O)c2ccc(-n3nc(C)cc3C)cc2)c1C | 2.0 | 178 | -5.2% | -2.0 | 178 | 14.3 | 100.0 | 85.7 | -17.3%
Cn1cccc1C(=O)NC(=O)COC(=O)c1ccccc1Sc1ccccc1C#N | 0.7 | 92 | 0.5% | -0.7 | 92 | -11.9 | 91.9 | 103.8 | 20.8%
CCCn1nc2cc(C(=O)NCc3ccc4c(c3)OCO4)ccc2c1OCC | 1.7 | 114 | -4.0% | -1.7 | 114 | . | . | . | -0.5%

Assay outcomes (PubChem)
